Hep lipid drop – hepatic lipid droplet formation modulation | AML12 mouse hepatocytes, oleate lipid droplets, BODIPY imaging | inhibition, % at 6.5 µM | hit rate 0.4% among 240,000 | AID 1656;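 active = lipid droplet intensity inhibited by at least 50%, with more than 500 cells counted; inconclusive = wells with under 300 cells, treated as cytotoxic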
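Test system: AML12 hepatocytes (mouse); reagent: oleate loading, 100 µM; dosing: one dose, 6.5 µM compound; incubation: overnight exposure; signal: fluorescence imaging, 20x objective, two fields per well; read-out basis: % inhibition of corrected integrated BODIPY droplet signal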
human PMI inhibition – inhibitors of human PMI, primary screen, biochemical, fluorescence intensity, coupled assay (AID 1209); purified PMI enzyme, coupled fluorescence intensity; higher % means a stronger effect; inhibition, % at 20 µM; hits with a dose series show IC50 in µM; hit rate 0.42% among 190,000; in the data active = inhibition above about 50%;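 also: plate controls were DMSO vehicle for no effect and wells lacking substrate for full effect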
bCat nuc transl – alters nuclear translocation of beta-catenin in HeLa cells; hit rate 0.3% among 190,000; immunofluorescence imaging; nuclear translocation activity, % at 5 µM; AID 1665;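 active = nuclear translocation activity above 50% at 5 µM, with a well cell count of 50 or more; inconclusive = wells under 50 cells across six images, flagged as toxic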;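 also: per-cell ratio of nuclear to cytoplasmic median beta-catenin stain intensity; plate controls were DMSO negative control for no effect and GSK-3 inhibitor IX positive control for full effect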
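assay system = human HeLa cells, endogenous beta-catenin | times = compound treatment 24 h, 37°C, 5% CO2 | detection = Anti-beta-catenin immunofluorescence on PFA-fixed, Triton-permeabilized cells, DAPI nuclei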
Myeloid diff 2 – myeloid differentiation induction; ER-HoxA9 myeloid progenitors, lysozyme-GFP differentiation, flow cytometry; calls only at 10 µM; hit rate 1% among 360,000;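 active = normalized GFP-positive differentiation at or above the plate's own cutoff, the solvent-only control mean plus 3 SD; inconclusive = no clear call, values can overlap the other calls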;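 also: cells exposed to compound for four days before flow analysis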
Dynein transport – blocks dynein driven cargo transport along microtubules. 3617.4 mouse cells, GR-EGFP nuclear translocation imaging; test concentration mostly 20 µM; stimulated with dexamethasone, 1 µM; active compounds read low. z-score, hits read low. hit rate 0.47% among 220,000. AID 1381;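 active = plate z-score of nuclear minus cytoplasmic receptor signal below a set negative limit, without overly bright fluorescence or cell loss, cut at about -3.5 in these data, passing the limit was not always enough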;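 also: z-score of nuclear minus cytoplasmic ring GR-EGFP intensity difference per well; some compounds called inactive have numbers as strong as hits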
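Buffer or medium: tet-free, stripped-serum medium; reagent: dexamethasone at 1.0 µM final, 30 min; incubation: 48 h induction, 1 h compound, 30 min dex at 37 °C; measured by: formaldehyde fixation, Hoechst nuclear stain, 10x automated fluorescence imaging; read-out: nuclear-to-cytoplasmic GR-EGFP distribution per well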
T cell modulator – T cell immune modulators affecting CD8 T cell-vesicle binding. 2C CD8+ T cell-vesicle binding, flow cytometry; active compounds read low. hit rate 0.068% among 330,000. calls only at 7 µM;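 active = response, share of CD8 T cells binding vesicles, and their 90th percentile fluorescence all below set limits, cut at about 80% in these data, passing the limit was not always enough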
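Material: 2C TCR transgenic mouse naive CD8+ T cells, MACS-purified. Also added: QL9-charged Drosophila Ld/ICAM-1/B7-1 vesicles. Timing: binding 1.5 h at 37 °C. Measured by: high-throughput flow cytometry with anti-B7-1 and anti-CD8 staining. Read-out: percent CD8+ FL2 mean versus row control. Controls: Unloaded micro-vesicles (low), QL9 vesicles with 0.7% DMSO (high).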
Ins promoter up – MIN6 insulin promoter up-regulation; MIN6 insulin promoter-GFP reporter, high-content imaging; active compounds read high; hit rate 0.3% among 190,000; z-score at 5 µM;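 active = z-score above 3 at 5 µM with at least 500 cells counted in the well; inconclusive = wells under 500 cells, flagged as cytotoxic or low count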
TNAP activation fold – human TNAP enzyme activators, primary screen, biochemical, luminescent, no phosphate acceptor, uHTS (AID 1001). purified TNAP, luminescent activation assay, no phosphate acceptor; higher activation fold means a stronger effect. one-dose activation fold at 20 µM; EC50 in µM for titrated hits. hit rate 0.03% among 200,000; in the data active = activation fold from about 3, or a potency from the dose series; inactive = the rest, 99 in 100 with activation fold below about 1.6; also: many of its hits are not listed in these tables
MT stabilizer – microtubule stabilization, imaging screen; hit rate 0.83% among 200,000; % tubulin-high responders, % at 10 µM; HeLa tubulin immunostaining HCS, 24 h; share of cells brighter than vehicle mean+2SD;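 active = plate Z-score above 3 for both tubulin-high and condensed-nucleus cell shares, with cell loss under 80%, at 10 µM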;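 also: anti alpha tubulin signal scored within the nucleus-defined area of each cell; some results filed as inactive read as strong as hits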
Dynein transport cytoplasmic EGFP – recorded beside Dynein transport, whose call it bears; z-score; measured here: cytoplasmic GR-EGFP intensity; active compounds read high
Dynein transport nuclear GR-EGFP – second read-out of Dynein transport, no call of its own (marks repeat the call); z-score; measured here: nuclear GR-EGFP intensity;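 lower value marks the stronger effect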
Dynein transport cell count – recorded beside Dynein transport, whose call it bears; z-score; measured here: cell count per field
Ins promoter up cell count – also measured in Ins promoter up; calls as there; cell count; measured here: cytotoxicity, nuclei count;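 total cells summed across four imaged fields per well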
Hep lipid drop cells 6.5 µM – further read-out of Hep lipid drop, marked with its call; cell count; measured here: cell count, cytotoxicity flag;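 cells counted across two imaged fields per well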
bCat nuc transl cell count 5 µM – also measured in bCat nuc transl; calls as there; cell count; measured here: cell count, cytotoxicity flag
T cell modulator vesicle-bound % – recorded beside T cell modulator, whose call it bears; double positive events, %; measured here: CD8+ vesicle-bound cell fraction;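 binding gate set so that unloaded-vesicle control wells show 10% double positive cells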
MT stabilizer Hoechst-high % – recorded beside MT stabilizer, whose call it bears; % Hoechst-high responders; measured here: nuclear condensation Hoechst responders;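 share of cells brighter than vehicle mean plus two SD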
MT stabilizer cytotoxicity % – also measured in MT stabilizer; calls as there; toxicity, %; measured here: cytotoxicity by cell density;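 0% = mean cell density of plate MIN control wells and 100% = no cells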
Myeloid diff 2 GFP+ MAC1+ % – further read-out of Myeloid diff 2, marked with its call; GFP+ MAC1+ double positive, %; measured here: differentiation confirmed by MAC1 staining
* = called active by the depositor; i = inactive; ? = inconclusive; · = not tested or not shown.

SMILES	Hep lipid drop	Hep lipid drop cells 6.5 µM	human PMI inhibition	bCat nuc transl	bCat nuc transl cell count 5 µM	Myeloid diff 2	Myeloid diff 2 GFP+ MAC1+ %	Dynein transport	Dynein transport cytoplasmic EGFP	Dynein transport nuclear GR-EGFP	Dynein transport cell count	T cell modulator	T cell modulator vesicle-bound %	Ins promoter up	Ins promoter up cell count	TNAP activation fold	MT stabilizer	MT stabilizer Hoechst-high %	MT stabilizer cytotoxicity %
CCOC(=O)C(C)S(=O)(=O)c1ccc(C(F)(F)F)cn1 (stereo not drawn)	17	737	9%	0.7	1033	i	0.7	-0.21	-0.24	-0.64	0.68	i	40	-4	559	1.1	1.9	1.3	6.8
CCOC(=O)c1c(-c2ccc(Cl)cc2)csc1NC(=O)CNCc1ccco1	-5	711	·	0.5	1354	i	0.1	-1.3	-0.29	-0.3	1.9	i	17	1.1	847	·	·	·	·
CC(OC(=O)Cc1coc2cc3c(cc12)CCC3)C(=O)NC(N)=O (stereo not drawn)	0	658	-8%	1.3	1063	i	0.0	0.4	-0.37	0.47	0.5	i	26	-0.48	1256	1.1	8.0	1.8	12
O=C(Nc1ccccc1)c1cnc(-c2ccccc2)nc1-c1ccccc1	·	·	9%	-0.9	1480	i	1.2	-0.14	-0.22	0.61	0.9	i	52	1.6	869	1	2.7	1.1	5.4
COc1ccc(CCN2C(=O)CC(NNC(=O)c3ccc(F)cc3)C2=O)cc1OC (stereo not drawn)	-15	624	0%	-0.2	1091	i	0.2	1.4	0.027	0.92	-0.01	i	47	-0.01	1554	1.1	3.5	2.9	8.8
C/C(=N\Nc1ccc([N+](=O)[O-])cc1)c1cccc(N)c1	·	·	16%	0.3	1311	i	6.4	-0.46	0.31	0.14	0.44	i	28	0.46	1393	0.9	2.8	1.9	4.4
CCCN1Cc2cccc(C(=O)Nc3ccc(S(=O)(=O)N4CCCCCC4)cc3)c2C1=O	·	·	8%	-5.3	892	i	11	-0.15	-0.28	-0.053	0.22	·	·	?	·	1.2	5.2	3.9	7.5
NC(=O)NCC1CC1	-1	707	-1%	-4.9	1194	i	1.3	-0.61	-0.26	-0.016	0.32	i	36	-0.34	1400	1.1	0.9	1.0	4.6
COc1ccccc1NC(=S)N1CCC(c2nc3cc(C)c(C)cc3[nH]2)CC1	·	·	12%	0.5	1376	i	5.9	0.15	-0.055	-0.16	0.08	i	41	-0.49	1569	1.1	3.2	1.9	7.1
COc1ccc(CNC(=O)c2cc3c(=O)n4ccccc4nc3n(CC3CCCO3)c2=N)cc1 (stereo not drawn)	-10	786	14%	1.3	1061	i	1.5	·	·	·	·	i	41	·	·	1	·	·	·
COc1ccc(CCN(C(=O)c2ccco2)C(C(=O)NC2CCCC2)c2ccncc2)cc1OC (stereo not drawn)	-10	676	·	1.0	1509	i	0.7	-0.36	-0.16	-0.27	-0.58	i	40	-0.47	1048	1.1	1.6	2.5	7.7
Cc1cc(C(=O)c2ccccc2)c(NC(=O)CN2CCOCC2)s1	1	498	18%	2.8	1096	i	0.5	0.2	-0.23	0.26	-0.18	i	28	-0.58	1416	0.9	1.9	1.6	5.6
COc1cc(NC(=S)NCc2ccco2)c(OC)cc1Cl	-36	653	1%	-1.7	1093	i	0.5	-0.15	-0.27	0.083	0.47	i	26	-0.3	1574	1.1	2.4	1.9	5.4
O=C(Nc1nc(-c2cc(F)ccc2F)cs1)c1ccccn1	-6	697	4%	-1.8	1012	i	0.5	0.33	-0.067	0.15	0.1	i	52	-0.63	1164	1.2	7.9	1.8	11
Cc1ccc(-c2ccc(CCC(=O)O)n2CC(=O)O)cc1	-10	755	-19%	-1.0	1166	i	6.3	-1.2	0.33	-0.35	1.1	i	14	1.4	1140	1.1	1.6	1.2	8.9
CN(C)c1ccc(/C=N/NC(=O)CCCCCNC(=O)c2ccccc2)cc1	7	689	·	1.5	1292	i	1.0	1.4	-0.26	0.57	-0.27	i	46	·	·	·	·	·	·
Cc1oc2cc(O)ccc2c(=O)c1-c1nncn1-c1ccccc1	·	·	0%	0.2	1465	i	1.1	-0.84	-0.092	-0.25	0.85	i	9	1.6	1478	1.1	1.3	2.0	7.2
C=C1CC(C)OC(c2ccccc2OCC(O)CN2CCCCC2)C1 (stereo not drawn)	-1	681	8%	0.8	1122	i	1.1	-0.2	-0.32	-0.32	0.78	i	21	0.19	1818	0.9	5.0	4.6	4.9
CC(C)NC(=O)C1CCN(C2CCN(CC3CC=CCC3)CC2)CC1 (stereo not drawn)	-11	650	·	0.3	1553	i	0.4	1.4	0.044	1.2	-0.81	i	56	·	·	1.1	1.0	1.2	1.3
N/C(=N\OCc1ccc([N+](=O)[O-])cc1)c1ccccn1	-4	713	-28%	-1.7	1117	·	·	-0.71	-0.28	-0.018	0.04	i	48	-0.16	1178	1.1	2.0	1.7	4.1
COc1ccc(-n2c(SCC(=O)Nc3ccccc3)nnc2-c2ccoc2C)cc1	·	·	·	·	·	i	1.4	0.88	-0.25	0.14	0.57	i	20	·	·	·	4.7	1.5	5.6
COc1ccc(NS(=O)(=O)c2cccc(C(=O)NNC(=O)c3cc(C)oc3C)c2)cc1	24	678	-2%	-1.1	884	i	0.2	-0.25	-0.25	-0.35	0.26	i	24	0.1	1317	1.2	2.2	3.1	7.1
CC(C)OP(=O)(OC(C)C)C(NC(=O)c1cccc([N+](=O)[O-])c1)C(N)=O (stereo not drawn)	6	739	-4%	·	·	i	0.5	-0.22	-0.39	-0.37	0.49	i	40	·	·	1.1	0.8	1.5	18
OCCN(CCO)c1ncnc2c1oc1ccc(Br)cc12	-15	786	-27%	-5.1	1132	i	1.0	0.81	-0.29	0.44	-0.27	i	59	0.19	753	1.1	1.5	0.7	5.1
Cc1[nH]cnc1CSCc1ccc(Cl)cc1	12	655	1%	2.0	519	i	1.6	1.6	-0.18	0.84	-1.6	i	5	-0.53	933	1.1	5.8	2.5	13
COc1ccc(CNC(=O)c2n[nH]c3ccccc23)cc1OC	-11	692	-3%	-1.5	1038	i	0.1	-0.21	-0.4	-0.65	1.4	i	24	-0.12	1405	1.1	1.4	2.2	2.5
O=C(CN(Cc1ccco1)C(=O)c1cc(=O)[nH]c2ccccc12)Nc1ccccc1C(F)(F)F	·	·	10%	-2.6	978	i	1.4	0.4	-0.18	0.3	-0.2	i	22	0.78	1431	1.1	3.6	2.1	5.3
Cc1ccc2c(c1)C(c1ccncc1)=NNC(c1cccnc1)=N2	5	740	2%	-2.2	1068	i	0.1	1.7	-0.073	1.8	-2	i	18	-0.07	1427	1.1	1.6	2.3	17
CS(=O)(=O)N(CC(=O)NCCSCc1c(F)cccc1Cl)c1cccc([N+](=O)[O-])c1	-5	661	-1%	2.6	1447	i	0.4	1.6	0.13	0.53	-0.97	i	3	0.96	1505	1	4.7	2.5	1.1
CN(Cc1cn(C)nc1-c1ccc(Oc2ccccc2)cc1)CC1COCCO1 (stereo not drawn)	3	704	6%	-0.2	969	i	0.1	1.3	-0.22	0.41	-0.31	i	58	0.62	1357	1.1	2.6	2.5	7.8
Cc1ccc(C(C)C)c(OCc2nn(CC(=O)c3ccc(OC(F)F)cc3)c3[n+]2CCCCC3)c1	-18	720	3%	-3.7	853	i	0.0	-6.1	1.1	-2.9	-5.3	i	60	-5.2	861	1	48	21	95
CCOC(=O)C(=O)Nc1nnc(SCc2ccc(F)cc2)s1	-4	738	-13%	-6.0	98	i	0.7	0.011	-0.2	-0.089	-0.44	i	32	0.35	1298	1	2.6	3.3	3.2
Cc1cc(C)cc(OCC(=O)Nc2ccc(N3CCCC3)cc2)c1	·	·	-23%	-2.5	1017	i	8.4	-0.23	-0.2	-0.0034	0.29	i	19	-0.13	1106	1.1	1.8	2.0	12

Some of these compounds in order of number of heavy atoms, largest number first.
SMILES	Hep lipid drop	Hep lipid drop cells 6.5 µM	human PMI inhibition	bCat nuc transl	bCat nuc transl cell count 5 µM	Myeloid diff 2	Myeloid diff 2 GFP+ MAC1+ %	Dynein transport	Dynein transport cytoplasmic EGFP	Dynein transport nuclear GR-EGFP	Dynein transport cell count	T cell modulator	T cell modulator vesicle-bound %	Ins promoter up	Ins promoter up cell count	TNAP activation fold	MT stabilizer	MT stabilizer Hoechst-high %	MT stabilizer cytotoxicity %
Cc1ccc2c(c1)C(c1ccncc1)=NNC(c1cccnc1)=N2	5	740	2%	-2.2	1068	i	0.1	1.7	-0.073	1.8	-2	i	18	-0.07	1427	1.1	1.6	2.3	17
COc1ccc(CNC(=O)c2n[nH]c3ccccc23)cc1OC	-11	692	-3%	-1.5	1038	i	0.1	-0.21	-0.4	-0.65	1.4	i	24	-0.12	1405	1.1	1.4	2.2	2.5
CCOC(=O)C(=O)Nc1nnc(SCc2ccc(F)cc2)s1	-4	738	-13%	-6.0	98	i	0.7	0.011	-0.2	-0.089	-0.44	i	32	0.35	1298	1	2.6	3.3	3.2

Compound activity from PubChem.
